Source: PubChem BioAssay
Fam108B counter: mouse Fam108B serine hydrolase inhibitors, primary screen, counter-screen for RBBP9 inhibitor project, biochemical, fluorescence polarization; recombinant Fam108B, FP-Rh probe fluorescence polarization; inhibition, % at 9.51 µM; 300,000 compounds, 0.33% hits; AID 1947, 2009;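 active = inhibition above the screen mean inhibition plus 3 SD, computed separately per campaign, cut at about 18% in these data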;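 note: inhibitors lower polarization as less probe binds the enzyme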
PME-1 inh: PME-1 inhibitors via competitive probe labeling, primary screen, biochemical, fluorescence polarization, FP-Rh probe, HTS; Protein phosphatase methylesterase 1 (Homo sapiens), Q9Y570; 320,000 compounds, 0.53% hits; recombinant PME-1; AID 2130, 2009; inhibition, % at 5.9 µM;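 active = inhibition above the campaign mean of all compounds plus 3 SD, cut at about 26% in these data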;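 note: competitive labeling of PME-1 active site by serine hydrolase directed probe; 0% = PME-1 with DMSO and 100% = wells lacking PME-1 enzyme; inhibitors block probe labeling so polarization falls and inhibition rises; many of its hits are not listed in these tables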
PAFAH1B3 FP inh: PAFAH1B3 enzyme inhibitors, primary screen, biochemical, fluorescence polarization, human; Platelet-activating factor acetylhydrolase IB subunit alpha1 (Homo sapiens), Q15102; recombinant PAFAH1B3, FP-rhodamine probe; inhibition, % at 3.39 µM; 340,000 compounds, 0.28% hits;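 active = inhibition above the screen-wide average of all tested compounds plus 3 SD, cut at about 25% in these data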;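 note: 0% = enzyme with DMSO only and 100% = wells lacking PAFAH1B3 protein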
LYPLA1 counter: LYPLA1 inhibitors, primary screen, counter-screen for PME1 inhibitor project, biochemical, fluorescence polarization, FP-Rh probe ABPP; Acyl-protein thioesterase 1 (Homo sapiens), O75608; 320,000 compounds, 0.16% hits; inhibition, % at 5.9 µM; recombinant LYPLA1;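 active = inhibition above the mean of all tested compounds plus 3 SD, set per campaign, cut at about 14% in these data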;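 note: inhibitors block serine hydrolase probe labeling of LYPLA1 so polarization falls; 0% = enzyme with DMSO and 100% = wells lacking LYPLA1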
GSTO1 inh: inhibitors of recombinant GSTO1, primary screen, counter-screen for RBBP9 inhibitor project, biochemical, fluorescence polarization. 300,000 compounds, 1.1% hits. Glutathione S-transferase omega-1 (Homo sapiens), P78417. inhibition, % at 5.96 µM. activity-based probe fluorescence polarization;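 active = inhibition above the campaign mean inhibition plus 3 SD, cut at about 35% in these data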;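 note: 0% = GSTO1-1 with DMSO and 100% = wells lacking GSTO1-1 enzyme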
Target sequence (P78417 whole entry, looked up): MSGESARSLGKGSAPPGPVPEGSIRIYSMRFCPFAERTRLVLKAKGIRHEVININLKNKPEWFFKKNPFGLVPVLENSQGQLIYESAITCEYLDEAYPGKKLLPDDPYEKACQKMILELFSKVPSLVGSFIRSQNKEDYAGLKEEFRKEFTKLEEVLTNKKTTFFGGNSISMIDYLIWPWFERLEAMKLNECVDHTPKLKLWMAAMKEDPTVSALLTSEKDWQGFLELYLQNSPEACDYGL
pPAFAH inh: pPAFAH enzyme inhibitors, primary screen, biochemical, fluorescence polarization, human; Platelet-activating factor acetylhydrolase (Homo sapiens), Q13093; inhibition, % at 3.39 µM; AID 463082, 2010; recombinant pPAFAH, FP-rhodamine probe fluorescence polarization; 330,000 compounds, 1.5% hits;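 active = inhibition above the mean inhibition across the screen plus 3 SD, cut at about 25% in these data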;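 note: inhibitors block binding of the rhodamine activity-based probe so polarization drops; 0% = enzyme with DMSO and 100% = wells lacking pPAFAH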
PAFAH2 FP inh: PAFAH2 enzyme inhibitors, primary screen, biochemical, fluorescence polarization, human; Platelet-activating factor acetylhydrolase 2, cytoplasmic (Homo sapiens), Q99487; recombinant PAFAH2, FP-rhodamine activity probe; inhibition, % at 3.39 µM; 340,000 compounds, 0.99% hits;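 active = inhibition above the mean over all tested compounds plus 3 SD, cut at about 30% in these data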;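 note: inhibitors block probe labeling of enzyme so polarization drops; 0% = enzyme with DMSO and 100% = wells lacking PAFAH2 protein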
PAD4 FP inh: human PAD4 inhibitors, primary screen, biochemical, fluorescence polarization, 1536-well format | Protein-arginine deiminase type-4 (Homo sapiens), Q9UM07 | recombinant PAD4, RCA probe fluorescence polarization | inhibition, % at 6.36 µM | 330,000 compounds, 0.41% hits | AID 485272, 2010;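 active = percent inhibition above a cutoff equal to the mean of all tested compounds plus 3 SD, cut at about 15% in these data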;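 note: 0% = PAD4 with RCA probe and DMSO and 100% = probe without PAD4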
Target sequence (Q9UM07 whole entry, looked up): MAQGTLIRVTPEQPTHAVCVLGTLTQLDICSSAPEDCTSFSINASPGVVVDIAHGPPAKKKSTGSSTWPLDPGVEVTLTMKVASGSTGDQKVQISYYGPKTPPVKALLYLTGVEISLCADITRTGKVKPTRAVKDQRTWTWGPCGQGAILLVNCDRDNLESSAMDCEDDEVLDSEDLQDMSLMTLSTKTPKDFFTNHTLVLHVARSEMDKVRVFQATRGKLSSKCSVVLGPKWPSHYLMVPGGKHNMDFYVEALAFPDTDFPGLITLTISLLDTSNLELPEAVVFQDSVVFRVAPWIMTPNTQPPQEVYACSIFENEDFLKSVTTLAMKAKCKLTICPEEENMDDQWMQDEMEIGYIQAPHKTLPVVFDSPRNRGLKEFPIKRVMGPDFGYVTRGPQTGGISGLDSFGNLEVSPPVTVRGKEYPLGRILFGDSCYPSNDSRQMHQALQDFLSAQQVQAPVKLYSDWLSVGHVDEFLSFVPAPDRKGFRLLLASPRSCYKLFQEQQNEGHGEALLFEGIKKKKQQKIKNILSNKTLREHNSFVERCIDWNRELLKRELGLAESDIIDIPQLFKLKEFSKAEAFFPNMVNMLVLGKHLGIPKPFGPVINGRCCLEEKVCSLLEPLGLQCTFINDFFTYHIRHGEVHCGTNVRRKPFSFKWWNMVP
PAFAH1B2 inh: PAFAH1B2 enzyme inhibitors, primary screen, biochemical, fluorescence polarization, human; recombinant PAFAH1B2, FP-rhodamine activity probe; 340,000 compounds, 1.2% hits; inhibition, % at 3.39 µM;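 active = inhibition above the mean of all tested compounds plus 3 SD, cut at about 24% in these data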;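 note: 0% = enzyme with DMSO and 100% = wells lacking PAFAH1B2; many of its hits are not listed in these tables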
Starred values were filed as active, the others as inactive; / = no result given.

Compound,Fam108B counter,PME-1 inh,PAFAH1B3 FP inh,LYPLA1 counter,GSTO1 inh,pPAFAH inh,PAFAH2 FP inh,PAD4 FP inh,PAFAH1B2 inh
CCCCCCCCC(=O)NNC(=O)c1c(O)c2ccccc2n(CCC)c1=O,1,-11,0,0,-6,4,-1,-5,0
COCCNCCCCOc1ccc(Br)cc1C,-1,5,-3,2,4,4,0,-4,-3
CCCn1c(C(C)Nc2nc(-c3ccc(OC)cc3)cs2)nc2ccccc21 (centres undefined),2,3,10,0,6,16,-2,-5,0
CCCn1nc(NS(=O)(=O)c2cccc3nonc23)c2cc3cc(C)ccc3nc21,1,-2,9,2,-5,17,11,-3,8
N#CC1CN(Cc2ccccc2)CN(Cc2ccccc2)C1,2,1,-1,-1,3,1,-5,1,13
C[C@@H]1CN([C@@H](C)CO)C(=O)c2cccc(NC(=O)c3nc4ccccc4s3)c2O[C@@H]1CN(C)CC1CC1,/,/,3,/,/,-2,-1,0,4
CCc1cc(C(=O)NCCN(C)C)cs1,0,6,-1,-2,2,1,1,-7,2
CCOc1cc(-c2sc(Nc3cc(C)ccc3OC)n[n+]2-c2ccccc2)ccc1OC,7,-2,10,-2,-5,1,-4,-3,5
CN(NC(=O)COc1ccccc1)c1ccccc1,4,2,9,2,3,0,4,3,0
COc1ccc(C(=O)Nc2ccc(Cl)cc2C(=O)NCc2ccco2)cc1OC,1,-7,6,-11,0,-10,-15,-4,1

Overlap with the part before: 3 compounds, followed by the next part.
Compound,Fam108B counter,PME-1 inh,PAFAH1B3 FP inh,LYPLA1 counter,GSTO1 inh,pPAFAH inh,PAFAH2 FP inh,PAD4 FP inh,PAFAH1B2 inh
CCOc1cc(-c2sc(Nc3cc(C)ccc3OC)n[n+]2-c2ccccc2)ccc1OC,7,-2,10,-2,-5,1,-4,-3,5
CN(NC(=O)COc1ccccc1)c1ccccc1,4,2,9,2,3,0,4,3,0
COc1ccc(C(=O)Nc2ccc(Cl)cc2C(=O)NCc2ccco2)cc1OC,1,-7,6,-11,0,-10,-15,-4,1
COc1ccc(NC(=O)c2cnn(-c3ccccc3)c2C)cc1OC,1,1,-4,4,5,5,5,1,1
Cc1ccc(C)c(NC(=O)COC(=O)CNC(=O)C2CCCCC2)c1,/,0,-1,0,/,2,3,6,6
Clc1ccc(C(c2nnnn2C2CCCC2)N2CCN(Cc3ccncc3)CC2)cc1 (centres undefined),0,4,-1,1,1,1,3,-3,1
OC(CN1CCN(C(c2ccccc2)c2ccccc2)CC1)c1ccccc1 (centres undefined),-8,-9,6,-4,3,-3,-6,-10,7
CCCCC1(C)NC(=O)N(CC(=O)Nc2ccc(Cl)cc2C)C1=O (centres undefined),/,/,-4,/,/,0,1,1,-1
CCC1Oc2ccc(C)cc2N(CC(=O)NCCCN2CCOCC2)C1=O (centres undefined),0,1,-1,2,7,1,-11,0,1
COc1ccc(N2CCN(C(=O)CNC(=O)c3ccc(Br)o3)CC2)cc1,-1,3,6,0,1,7,12,-6,5
Cc1cc(NS(=O)(=O)c2ccc(NC(=O)/C=C/c3cccc(Cl)c3)cc2)no1,-3,-7,1,-13,-12,4,-13,-5,6
O=C(OCC(=O)C12CC3CC(CC(C3)C1)C2)c1ccc(O)cc1,/,/,1,/,/,3,84*,1,26*
Cc1cccc(CCN2C(N(C)C)=NC[C@@H]2CC(C)C)c1,0,2,2,-1,-5,0,7,4,3

An excerpt from above in order of count of non-hydrogen atoms, low to high:
Compound,Fam108B counter,PME-1 inh,PAFAH1B3 FP inh,LYPLA1 counter,GSTO1 inh,pPAFAH inh,PAFAH2 FP inh,PAD4 FP inh,PAFAH1B2 inh
Cc1cccc(CCN2C(N(C)C)=NC[C@@H]2CC(C)C)c1,0,2,2,-1,-5,0,7,4,3
CCC1Oc2ccc(C)cc2N(CC(=O)NCCCN2CCOCC2)C1=O (centres undefined),0,1,-1,2,7,1,-11,0,1
Cc1cc(NS(=O)(=O)c2ccc(NC(=O)/C=C/c3cccc(Cl)c3)cc2)no1,-3,-7,1,-13,-12,4,-13,-5,6

(further entries)
Compound,Fam108B counter,PME-1 inh,PAFAH1B3 FP inh,LYPLA1 counter,GSTO1 inh,pPAFAH inh,PAFAH2 FP inh,PAD4 FP inh,PAFAH1B2 inh
Cc1cccc(NC(=O)CN2C(=O)N/C(=C\c3ccccc3OCc3ccc(C(=O)O)cc3)C2=O)c1,-4,-10,0,-4,-20,0,5,-2,1
O=C(NCc1ccccc1)C(c1ccccc1)N(Cc1ccc2c(c1)OCO2)C(=O)Cc1cccs1 (centres undefined),-2,-4,4,-2,4,4,-4,0,3
COc1ccc(Cl)cc1NC(=O)CCc1ccccc1,0,2,0,-1,0,6,-22,-6,-1
COc1ccc(CNC(=O)c2cccc(C)c2[N+](=O)[O-])cc1,1,-7,12,0,4,3,-14,1,-3
CCc1nnc(NC(=O)CSc2nc(N)c(NC(=O)c3ccc(OC)cc3)c(=O)[nH]2)s1,-2,-6,6,-2,21,7,-7,7,4
CCOC(=O)c1c(NC(=O)CN2CCN(C(=O)c3ccco3)CC2)sc(C(N)=O)c1C,2,1,18,6,9,3,7,2,5
O=C(CN1CCN(c2cccc(Cl)c2)CC1)Nc1ccc([N+](=O)[O-])cc1C(=O)Nc1ccccc1F,-6,-3,-5,-1,2,0,-8,-3,5
O=C(C(Cc1ccccc1)N1C(=O)C2C3CCC(C3)C2C1=O)N1CCCCC1 (centres undefined),8,4,6,-3,0,2,2,-1,5
CC(C)NC(=O)CN1C(=O)CSc2ccc(S(=O)(=O)N3CCCC3)cc21,2,2,5,-4,9,4,-1,5,-1
O=C(CSc1nnc2c(n1)[nH]c1ccccc12)Nc1cccc(S(=O)(=O)N2CCOCC2)c1,-12,-18,-3,-7,-9,-9,-7,-3,-2
C/C(=N\NC(=O)CN(c1ccc(C)cc1)S(C)(=O)=O)c1cccs1,2,-4,9,0,2,1,0,-2,-1
CCCCCc1cc(=O)oc2c(C(CCN(CC)CC)c3ccc(N(C)C)cc3)c(OC)cc(OC)c12 (centres undefined),7,2,9,-4,-1,4,6,1,0
O=C(Nc1cccc(F)c1)C1C2C=CC3(CN(CCCN4CCOCC4)C(=O)C13)O2 (centres undefined),-2,-3,6,-2,5,-1,4,3,3
O=C(OCC(=O)N1CCN(C(=O)c2ccco2)CC1)c1cc(-c2cccc(Br)c2)nc2ccccc12,-11,-6,-5,-10,-9,1,-17,-6,1
COc1ccc(CNC(=O)CN2C(=O)C(c3ccccc3)Oc3cccnc32)cc1 (centres undefined),0,1,2,-1,3,-7,-3,-5,2
CC(=O)N(C)c1ccc(NC(=O)c2cnn(C)c2)cc1,5,-2,1,0,0,0,13,3,-4
COc1ccc(NC(=O)C2CCCNC2)cc1OCC(C)C (centres undefined),4,-1,1,1,3,1,3,-2,2
CC(=O)Nc1cccc(NC(C)=O)n1,1,-6,3,0,2,-5,1,-1,2
Cc1nc(N/N=C/c2ccc(Br)cc2)cc(N2CCOCC2)n1,-5,1,5,-2,-5,8,-4,-1,7
Cc1ccc(NC(=O)Cn2c(=O)oc3cc(S(=O)(=O)N4CCC(C)CC4)ccc32)cc1C,-7,-6,-5,-4,-13,1,-7,-9,4
COc1ccc(/C=N/NC(=O)c2cccnc2)cc1Cn1nc([N+](=O)[O-])c(Br)c1C,-6,-10,/,-19,-7,1,/,-6,/
Cc1cccc(C)c1NC(=O)CN1C(=O)S/C(=C\c2cccn2C)C1=O,-3,3,5,-2,5,2,6,-2,1
CCc1cccc(CC)c1NC(=S)Nc1cccc(Cl)c1Cl,1,1,4,2,7,6,1,4,0
NS(=O)(=O)c1ccc(NC(=O)CN2CCc3ccccc32)cc1,-6,-15,6,-21,-13,2,1,-8,2
Cn1c(-c2c(N)n(-c3ccccc3)c3nc4ccccc4nc23)nc2ccccc21,4,6,11,-3,0,12,2,-4,7
CCOC(=O)c1ccc2nc(NC(=O)c3cccs3)sc2c1,-38,-11,-14,2,-1,0,-12,-3,-2
CCN(Cc1ccc(OC)c(F)c1)C(=O)c1oc2ccccc2c1COC,0,-6,3,-3,0,1,6,-4,6
Cc1ccc(C2=NN(C(=O)CSc3nc(N)cc(N)n3)C(c3ccco3)C2)cc1 (centres undefined),2,7,1,-1,1,4,-1,3,2
O=C(CCc1nnc2ccc(NCc3ccco3)nn12)N1CCN(c2ccccc2)CC1,0,-2,2,5,1,8,5,-4,0
O=C(NC1CCCC1)C1CCN(C(=O)c2cc(Cl)ccc2Cl)CC1,2,-6,7,-2,10,3,1,-2,-3
Cc1ccc(S(=O)(=O)N2CCCCC2)cc1C(=O)NCCCN1CCOCC1,0,-2,8,1,1,1,3,-2,-4
COC(=O)c1c(NC(=O)c2ccc(OC(C)C)cc2)sc2c1CC(C)(C)NC2(C)C,-3,-5,6,-4,-2,-5,-4,-2,-3
CCOC(=O)C1=C(c2cccc(F)c2)NC(=S)NC1C (centres undefined),-1,-3,8,1,5,3,1,1,6
O=C(/C=C/c1ccc(O)c([N+](=O)[O-])c1)c1ccc2ccccc2c1,12,12,12,12,30,32*,44*,0,29*
CC(C)(C)c1ccc(C(=O)Nc2ccc(NC(=O)c3ccco3)cc2)cc1,-6,-4,6,0,2,-3,-4,1,10
CCOC(=O)c1c(/N=C/C2=C(O)CC(C)(C)CC2=O)sc2c1CCCC2,3,1,/,3,4,8,/,-1,/
CCSc1cc(N2CCOCC2)nc(-c2ccc(Cl)cc2)n1,-8,3,15,-6,5,0,1,4,6
O=C(COC(=O)Cc1ccc(F)cc1)NCCc1ccccc1,1,-5,6,-1,5,3,-4,-8,4
COC(CNC(=O)c1ccc2c(c1)ncn2-c1cccc(C)c1)OC,1,1,4,-2,1,4,1,2,3

Arranged by value in PAFAH2 FP inh (largest number first): 7 from the list above
molecule	PAFAH2 FP inh
Cc1cccc(C)c1NC(=O)CN1C(=O)S/C(=C\c2cccn2C)C1=O	6
CCc1cc(C(=O)NCCN(C)C)cs1	1
CC(C)NC(=O)CN1C(=O)CSc2ccc(S(=O)(=O)N3CCCC3)cc21	-1
CC(C)(C)c1ccc(C(=O)Nc2ccc(NC(=O)c3ccco3)cc2)cc1	-4
O=C(CN1CCN(c2cccc(Cl)c2)CC1)Nc1ccc([N+](=O)[O-])cc1C(=O)Nc1ccccc1F	-8
CCC1Oc2ccc(C)cc2N(CC(=O)NCCCN2CCOCC2)C1=O (centres undefined)	-11
Cc1cc(NS(=O)(=O)c2ccc(NC(=O)/C=C/c3cccc(Cl)c3)cc2)no1	-13

Some of the compounds tested, so the mix of outcomes need not match the whole.
